Screens deposited in PubChem BioAssay by National Center for Advancing Translational Sciences (NCATS).
L3MBTL1 inh: blocks human L3MBTL1; AlphaScreen L3MBTL1–H3K9me1 peptide binding; Potency, µM (series often up to 57.1 µM), for the others: top-dose activity, negative = inhibition, most hits filed as inhibitors; hit rate 0.66% among 230,000; AID 485360; active = well fitted inhibition curve with a large enough effect; inconclusive = small, poorly fitted or top-dose-only effect; inactive = no such curve, though single readings can be large or run the other way; note: nearly all actives have a fitted effect of over 60% in size
Target sequence (Q9Y468 whole entry, looked up): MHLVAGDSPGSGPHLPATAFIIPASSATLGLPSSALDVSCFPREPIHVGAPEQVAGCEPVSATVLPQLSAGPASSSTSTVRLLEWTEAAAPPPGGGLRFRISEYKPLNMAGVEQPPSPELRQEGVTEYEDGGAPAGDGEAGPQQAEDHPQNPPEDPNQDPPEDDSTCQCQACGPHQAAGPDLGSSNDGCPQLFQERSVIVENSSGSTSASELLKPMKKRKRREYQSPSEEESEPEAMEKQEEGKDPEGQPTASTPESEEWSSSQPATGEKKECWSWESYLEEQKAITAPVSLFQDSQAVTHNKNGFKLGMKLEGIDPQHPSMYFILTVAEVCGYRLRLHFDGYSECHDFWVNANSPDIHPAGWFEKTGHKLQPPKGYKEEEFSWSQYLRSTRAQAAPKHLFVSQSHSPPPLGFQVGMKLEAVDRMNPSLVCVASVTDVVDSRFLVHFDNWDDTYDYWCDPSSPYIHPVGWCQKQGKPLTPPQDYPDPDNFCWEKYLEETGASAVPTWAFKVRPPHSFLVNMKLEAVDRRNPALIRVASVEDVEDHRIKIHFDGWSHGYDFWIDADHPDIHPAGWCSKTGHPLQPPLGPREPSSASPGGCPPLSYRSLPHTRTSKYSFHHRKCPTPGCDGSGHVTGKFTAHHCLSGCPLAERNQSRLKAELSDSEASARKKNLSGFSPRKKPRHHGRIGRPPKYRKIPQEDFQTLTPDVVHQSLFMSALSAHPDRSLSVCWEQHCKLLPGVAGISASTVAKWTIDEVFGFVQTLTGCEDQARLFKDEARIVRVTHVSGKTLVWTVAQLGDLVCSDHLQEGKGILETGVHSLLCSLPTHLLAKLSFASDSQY
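Displacement of a biotinylated histone H3(1-15) peptide monomethylated at Lys9 (75 nM) from L3MBTL1 (50 nM) was measured by AlphaScreen after a 30 min room-temperature compound incubation; cefsulodin titration served as intraplate control.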
Numbers without * were called inactive; ? = inconclusive; & = joins results of further samples; [ ] = another dose, or the depositor's remark. % is set by controls: 0 for no effect and ±100 for the full control effect; potency is the fitted concentration of half-maximal effect.

L3MBTL1 inh,smiles
0%,COC(=O)[C@]1(C)N[C@H](CN(C)C(=O)c2ccccc2)[C@@H]2C(=O)N(Cc3ccccc3)C(=O)[C@@H]21
9%,CCCC[C@@H]1CNCCN1CCc1cc(C(F)(F)F)cc(C(F)(F)F)c1
1%,CC(Oc1ccc(F)cc1)C(=O)Nc1ccc(S(=O)(=O)NC2=NCCCCC2)cc1 (stereo not drawn)
3%,CCOC(=O)Cn1c(=O)oc2cc(S(=O)(=O)NC3CCCCC3)ccc21
-5%&7%,CC(=O)c1ccc(-c2csc(N3CCC(C(N)=O)CC3)n2)cc1
1%,O=C(Nc1cc(F)ccc1F)c1cccc(-n2cnnn2)c1
3%,O=C(COC(=O)c1cc(S(=O)(=O)N2CCOCC2)ccc1O)Nc1ccc2c(c1)OCO2
13%,NC(=O)c1cc[n+](Cc2ccc([N+](=O)[O-])cc2)cc1
-2%,COc1cc(S(=O)(=O)N2CCOCC2)ccc1NC(=O)COC(=O)c1ccc(Cl)nc1
0%,Cc1ccc(C(=O)OCC(=O)Nc2ccc(C(N)=O)cc2)s1
-2%,COC(=O)c1ccc(NC(=O)CN2CCN(CCO)CC2)cc1
2%,Cc1nc(NC(=O)COC(=O)C2CC2C)c(Cl)cc1Cl (stereo not drawn)
3%,Cc1ccc(C(=O)NCC(=O)Nc2ccc3c(c2)OCCO3)cc1
5%,COc1nc(Nc2ccccc2F)nc(OC)n1
-10%,CCc1ccccc1OCC(=O)Nc1cccc(S(=O)(=O)NCc2ccco2)c1
6%,CN1CCN(S(=O)(=O)c2ccc(N(C)Cc3c(F)cccc3Cl)nc2)CC1
10%,COc1ccc(C(=O)OCC(=O)NC(=O)NC2CCCC2)cc1[N+](=O)[O-]
-1%,Cc1cccc(N(CC(=O)NC(C)(C)C)C(=O)CCC(=O)Nc2nccs2)c1
-2%,CCOc1cc(C(=O)OCC(=O)Nc2ccc(F)cc2Cl)ccc1OCC(=O)N1CCOCC1
5%,CN(CC(=O)Nc1cccc2ccccc12)C(=O)c1ccc(F)cc1F
-1%,CC(=O)Nc1ccc2c(c1)C(=O)N(c1cccc3ccccc13)C2=O
1%,O=C(CCC1CCCC1)NNC(=O)c1ccccc1O
-2%[2.29 µM],CCC(CC)COC(=O)C1=C(C)NC(=O)NC1c1cc(OC)ccc1OC (stereo not drawn)
0%,COc1ccc(CNC(=O)CN2C(=O)NC3(CCCCCCC3)C2=O)cc1
-1%,COC(=O)[C@@]12CCCCN1[C@H](c1ccc(-c3cc(C(C)=O)cs3)c(OC)c1)[C@H]1C(=O)N(C)C(=O)[C@H]12
-2%,COc1ccc(C(C)=O)cc1COC(=O)c1ccc(C)c(S(=O)(=O)N2CCOCC2)c1
6%,CCOC(=O)CCNC(=O)CCc1nnc(CCCc2ccccc2)o1
-7%,COc1cc(C#Cc2ccc3cc(CCO)oc(=O)c3c2)cc(OC)c1
2%[2.29 µM],CN(C)c1ccc(NC(=O)c2cccc([N+](=O)[O-])c2)c2ccccc12
-1%,O=C(NCCCN1CCOCC1)C1CCN(S(=O)(=O)c2ccccc2)CC1
-4%,NS(=O)(=O)c1cccc(NC(=O)COC(=O)CC2Sc3ccccc3NC2=O)c1 (stereo not drawn)
10%,CC(NC(=O)COC(=O)CSc1ccc(F)cc1)c1ccc(F)cc1 (stereo not drawn)
-6%,C/C(=N\NC(=O)CCC(=O)NCc1ccccc1)c1ccc([N+](=O)[O-])cc1
38%[activator],N#CCCCc1cc2ccccc2cn1
-1%,CCN(CC)N=Nc1ccc(S(=O)(=O)Nc2nc(C)cc(C)n2)cc1
5%,CCN(Cc1ccccc1)C(=O)c1ccc(C(=O)N(CC)Cc2ccccc2)cc1
-13%,O=C(CN1CCCc2ccccc21)Nc1cccc(S(=O)(=O)N2CCOCC2)c1
1%,COC(=O)[C@H](Cc1ccc(O)cc1)NC(=O)Cn1cnc2c(OCc3ccccc3)ncnc21
3%,O=C(NCCC1CCCCN1S(=O)(=O)c1ccc(F)cc1)C(=O)Nc1ccccc1 (stereo not drawn)
22%,COc1ccc(N2C(=O)N3[C@H](c4ccc(Cl)cc4)[C@@H]4C(=O)N(C5CCCCC5)C(=O)[C@@H]4[C@]3(C)C2=O)cc1
5%,O=C(Nc1ccccn1)c1ccc(Br)s1
-4%,O=C(O)c1ccccc1C(=O)OCc1c(-c2ccccc2)ncc2ccccc12
1%,O=C(N1CCCCC1)C1(S(=O)(=O)c2ccccc2)CC=CC1
-1%,CN(C)S(=O)(=O)c1cccc(NC(=O)c2cccc(S(=O)(=O)N3CCCCC3)c2)c1
9%,CCCN(C(=O)CCNC(=O)c1ccc(Cl)cc1)c1c(N)n(Cc2ccccc2)c(=O)[nH]c1=O
17%,COc1ccc2sc(-c3ccc(SC)cc3)c(C#CCO)c2c1
6%,CCS(=O)(=O)c1ccc(-c2cccc(NC(=O)c3ccco3)c2)nn1
10%,CC(C)(C)OC(=O)NC(CNCc1ccccc1)Cc1ccccc1 (stereo not drawn)
-1%,O=C(CSc1nc(C(F)(F)F)cc(=O)[nH]1)NCC1CCCO1 (stereo not drawn)
4%,COc1ccc(CNC(=O)COC(=O)c2cc3ccccc3o2)cc1
-1%,CCOC(=O)[C@@H]1[C@H]2COc3cc(OC)ccc3[C@H]2N2C(=O)N(c3cccc(C)c3)C(=O)[C@]12C
-1%,CCN(c1ccccc1)S(=O)(=O)c1cccc(C(=O)NCC(c2cccs2)N2CCOCC2)c1 (stereo not drawn)
-1%,O=C(Nc1cccnc1)c1ccc2ccccc2c1O
-6%,Cc1cc(C(=O)COC(=O)c2ccc(O)cc2O)c(C)n1-c1ccc(OC(F)F)cc1
6%,CN(CC(=O)Nc1ccc(Cl)cc1)C(=O)CCNC(=O)c1ccc(Cl)cc1
-2%,CC(=O)c1ccc(S(=O)(=O)N2CCN(C(=O)c3ccc(COc4ccccc4)o3)CC2)cc1
28µM*,O=C(Nc1ccccc1F)c1ccc(O)c2ncccc12
28%,COCCNC(=O)CN1C(=O)c2cccc3cccc1c23
7%,CCCC(C)c1oc(=O)cc(O)c1C (stereo not drawn)
8%,Cc1nn(Cc2ccccc2Cl)c(C)c1C(=O)N(C)CC(=O)Nc1cccc(F)c1

The results go on.
L3MBTL1 inh,smiles
-1%,CCN(CC(=O)Nc1ccccc1C(F)(F)F)C(=O)CCS(=O)(=O)c1ccc(C)cc1
-2%,COc1cccc(N(CC(=O)N2CCCCCC2)S(C)(=O)=O)c1
20%,COc1ccccc1OCCNC(=O)c1ccc(C)c(S(=O)(=O)N2CCOCC2)c1
-8%,Cc1ccc(CN(C)C(=O)c2ccc(S(=O)(=O)N(C)c3ccccc3)cc2)o1
5%,COC(=O)c1ccc2[nH]ccc2c1
-5%,CCc1ccccc1NC(=O)CSc1nc2ccccc2nc1N1CCOCC1
-3%,NC(=O)NC(CC(=O)NNC(=O)c1cccs1)c1ccc(Cl)cc1 (stereo not drawn)
-19%,O=C(Cc1ccc(S(=O)(=O)N2CCOCC2)s1)Nc1cc(Cl)ccc1Cl
6%,O=S(=O)(c1ccc(Cl)nc1)N1CCCC1
-3%,C=CCC(=O)NC1CCCc2c1cnn2-c1cc(F)cc(F)c1 (stereo not drawn)
-2%,CC1CC(C)CN(CCCNC(=O)c2ccc3nc(N4CCOCC4)sc3c2)C1 (stereo not drawn)
-12%,COc1cc(NC(=O)C2=CC(c3ccc(C)cc3)=NS(=O)(=O)N2C)cc(OC)c1OC
-6%,O=[N+]([O-])c1ccccc1S(=O)(=O)Nc1cccc(-c2ccc(N3CCCC3)nn2)c1
2%,COc1ccccc1C(=O)Nc1ccc(OCC(=O)N2CC(C)CC(C)C2)cc1 (stereo not drawn)
3%,CC(=O)C[C@@H](O)CC(=O)[C@H]1OC(=O)[C@@H](C)C/C=C\Cc2ccccc21
-1%,Cc1ccc2c(COC(=O)C3CSC4(C)CCC(=O)N34)cc(=O)oc2c1C (stereo not drawn)
3%,Cc1ccccc1-n1c(SCC(=O)NC2CCS(=O)(=O)C2)nc2ccccc2c1=O (stereo not drawn)
-6%,Cc1ccc(C(=O)NCC(=O)OC2CCCCC2=O)cc1C (stereo not drawn)
32µM*,Cc1cccc(NC(=O)CNC(=O)Cn2ncc(Cl)c(Cl)c2=O)c1C
6%,O=C(Cc1csc(NC(=O)Nc2ccc(Cl)cc2)n1)NC1CCCC1

14 compounds from above, sorted by formula weight, rising:
L3MBTL1 inh,smiles
-1%,O=C(Nc1cccnc1)c1ccc2ccccc2c1O
1%,O=C(CCC1CCCC1)NNC(=O)c1ccccc1O
28µM*,O=C(Nc1ccccc1F)c1ccc(O)c2ncccc12
-1%,CC(=O)Nc1ccc2c(c1)C(=O)N(c1cccc3ccccc13)C2=O
4%,COc1ccc(CNC(=O)COC(=O)c2cc3ccccc3o2)cc1
-3%,NC(=O)NC(CC(=O)NNC(=O)c1cccs1)c1ccc(Cl)cc1 (stereo not drawn)
0%,COc1ccc(CNC(=O)CN2C(=O)NC3(CCCCCCC3)C2=O)cc1
2%,COc1ccccc1C(=O)Nc1ccc(OCC(=O)N2CC(C)CC(C)C2)cc1 (stereo not drawn)
6%,CN(CC(=O)Nc1ccc(Cl)cc1)C(=O)CCNC(=O)c1ccc(Cl)cc1
-4%,NS(=O)(=O)c1cccc(NC(=O)COC(=O)CC2Sc3ccccc3NC2=O)c1 (stereo not drawn)
3%,Cc1ccccc1-n1c(SCC(=O)NC2CCS(=O)(=O)C2)nc2ccccc2c1=O (stereo not drawn)
-12%,COc1cc(NC(=O)C2=CC(c3ccc(C)cc3)=NS(=O)(=O)N2C)cc(OC)c1OC
-2%,CC(=O)c1ccc(S(=O)(=O)N2CCN(C(=O)c3ccc(COc4ccccc4)o3)CC2)cc1
-1%,CCN(c1ccccc1)S(=O)(=O)c1cccc(C(=O)NCC(c2cccs2)N2CCOCC2)c1 (stereo not drawn)

Later entries.
L3MBTL1 inh,smiles
5%,O=C(Nc1ccc(Cl)c(S(=O)(=O)N2CCOCC2)c1)c1n[nH]c(=O)c2ccccc12
3%,COc1ccc(NC(=O)CSCC(=O)N(C)CCOc2ccc(Cl)cc2)cc1
-5%,Cc1nn(Cc2ccccc2)c(C)c1C(=O)N1CCN(CC(=O)Nc2ccc(F)cc2)CC1
14%,Cc1cc(OCc2cccc(S(=O)(=O)N3CCOCC3)c2)ccc1Cl
-6%,O=C(COC(=O)CCC1CCCC1)Nc1cccc(S(=O)(=O)N2CCOCC2)c1
-1%,Cc1cc(C)c(S(=O)(=O)NCC(c2ccc3c(c2)OCO3)N2CCOCC2)c(C)c1 (stereo not drawn)
-4%,COc1ccc([C@H]2CC(=O)C=C(c3cc(C=O)ccc3OC)C2)cc1OC
-5%,Oc1ccc(Cl)cc1CNc1cccc2cccnc12
-15%,CCOCC(=O)Nc1ccc(S(=O)(=O)N2CCC(c3nc4ccccc4[nH]3)CC2)cc1
6%,CS(=O)(=O)c1ccc(Cl)c(NC(=O)COC(=O)CNC(=O)c2sc3ccccc3c2Cl)c1
0%,CN(Cc1ccccc1)C(=O)c1ccc(NC(=O)Cc2cccc(NC(=O)C3CCN(C(=O)C4CCCC4)CC3)c2)cc1
-1%,CCOc1ccc(NC(=O)CN(C)C(=O)c2cc(C)oc2C)cc1OCC
-4%,CCOc1ccc(-n2c(SCC(N)=O)nnc2-c2ccco2)cc1
0%,[N-]=[N+]=N[C@@H](CCN1CC[C@H](O)CCC1=O)c1ccccc1
0%,COc1cc(OC)cc(OC(=O)C2CCN(C(=O)c3ccc(Cl)cc3)CC2)c1
-2%,CCOc1ccc(S(=O)(=O)Nc2cc(S(=O)(=O)N3CCOCC3)ccc2OC)cc1
4%,Cc1ccc(NC(=O)COc2coc(CN3CCN(Cc4ccccc4)CC3)cc2=O)cc1
-4%,O=C(Cc1ccc(Br)cc1)Nc1cccc(S(=O)(=O)N2CCOCC2)c1
-5%,CCOc1ccccc1CN1CCCC(C(=O)c2ccc(OC)c(OC)c2)C1 (stereo not drawn)
0%,Cc1ccc(OCCC(=O)NNC(=O)c2nn(C)c(=O)c3ccccc23)cc1
3%,COC(=O)[C@@]12CCCCN1[C@H](c1ccc(-c3cccc(Cl)c3)cc1)[C@@H]1C(=O)N(C)C(=O)[C@@H]12
8%,COc1cccc(C(=O)NCC(=O)OCC(=O)NC2CCCCC2)c1
-6%,CCCCn1c(N)c(N(CC(C)C)C(=O)c2ccc(N3C(=O)c4ccccc4C3=O)cc2)c(=O)[nH]c1=O
1%,CC1(C)CC(NC(=O)c2cccc([N+](=O)[O-])c2)CC(C)(C)N1
-1%,CCN(CC)C1CC(=O)N(c2ccc(Br)cc2)C1=O (stereo not drawn)
?,CCOC(=O)C1=CN(Cc2cccc(F)c2)S(=O)(=O)N(CC)C1CCc1ccccc1 (stereo not drawn)
-8%,COc1ccc(C23CC4CC(CC(C4)C2)C3)cc1C(=O)NCCN(C)C
7%,CC(C)CN(C(=O)c1cccc(S(=O)(=O)N2CCN(C)CC2)c1)C1CCS(=O)(=O)C1 (stereo not drawn)
-6%,COc1ccc(OC)c(S(=O)(=O)N2CCN(c3ccc(F)cc3)CC2)c1
-19%,C=CC[C@@H](Cc1ccc(F)cc1)C(=O)OC[C@H]1CCCN1C(=O)[C@H](CC=C)CC(=O)N(CCO)Cc1ccccc1
0%,CC1CCCC(NC(=O)C2COc3ccccc3O2)C1C (stereo not drawn)
2%,Cc1ccc(N2C(=O)N(CC(=O)Nc3cc(Cl)ccc3C)C(=O)C2C)cc1 (stereo not drawn)
-11%,CCC1CCc2sc(C(=O)OCC(=O)N(CCOC)c3c(N)n(Cc4ccccc4)c(=O)[nH]c3=O)cc2C1 (stereo not drawn)
3%,Cc1ccc(NS(=O)(=O)c2ccccc2F)cc1S(=O)(=O)N1CCCCCC1
3%,CN(CC(=O)Nc1ccc(Cl)c(C(F)(F)F)c1)C(=O)c1cnccn1
7%,C[C@H]1COC(=O)[C@@H](Cc2ccc(F)cc2)CC/C=C/C[C@@H](CC(=O)N(CCO)Cc2ccccc2)C(=O)N1

The list is partial; rates above refer to the full screens.
